Bcl-xL primary: inhibitors of human Bcl-xL; Q07817; GST-Bcl-xL / FITC-Bim BH3 peptide fluorescence polarization; inhibition, % at 10.9 µM; 320,000 tested, 0.7% active; AID 2129;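 active = inhibition above the mean of all tested compounds plus 3 SD, cutoff set per campaign, cut at about 30% in these data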;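 also: 0% = DMSO wells and 100% = unlabeled Bim-BH3 peptide competitor; inhibitors lower millipolarization by displacing the labeled peptide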
MEX-5 binding: C. elegans MEX-5 TCR-2 RNA binding activity; activity score (negative = inhibition of binding), % at 10 µM; Q9XUB2; AID 1832; MEX-5/FITC-TCR2 RNA binding, fluorescence polarization; hits give low values; 300,000 tested, 0.38% active;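 active = inhibition past about -25% in most replicates, and total fluorescence under double the plate's negative control median, limit read from the data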;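 also: 0% = DMSO and -100% = 5 µM competing unlabeled TCR2 RNA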
GRK2 aptamer HTS: human GRK2 inhibition via aptamer displacement. AID 488847. P25098. bead flow cytometry, FAM-aptamer displacement from GRK2. 330,000 tested, 0.59% active. inhibition of aptamer binding, % at 10 µM;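 active = inhibition of aptamer binding above 40%, roughly 3 SD of noise, on plates passing a quality check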;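 also: median bead fluorescence of bound FAM aptamer so fluorescent compounds give negative values; no value below 0 was filed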
VLA-4 inh: inhibition in a human VLA-4 binding assay | P13612 | VLA-4 expressing cells, ligand binding flow cytometry | inhibition, % (about 7 µM as worked out from the volumes in the protocol) | 330,000 tested, 0.2% active | AID 2557; in the data active = inhibition above about 50%
Efflux pump mplx: antifungal efflux pump inhibition, Nile Red retention. S. cerevisiae Candida pump triplex. inhibition, % at 10 µM. 330,000 tested, 0.44% active;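 active = plate passing quality check with inhibition over a set limit, or well fluorescence over plate mean plus 4 SD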;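 also: Nile Red retained in pooled yeast measured as flow cytometry median fluorescence; 0% = buffer negative control and 100% = Enniatin B positive control; higher means more Nile Red kept so more efflux inhibition; some compounds called inactive have numbers as strong as hits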
Fam108B inh: blocks mouse Fam108B hydrolase in RBBP9 counter-screen | recombinant Fam108B, FP-Rh probe fluorescence polarization | inhibition, % at 9.51 µM | 300,000 tested, 0.33% active;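 active = inhibition above the screen mean inhibition plus 3 SD, computed separately per campaign, cut at about 18% in these data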;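 also: inhibitors lower polarization as less probe binds the enzyme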
GLD-1 RNA inh: GLD-1-TGE RNA interaction inhibition (C. elegans); inhibition, % at 5.96 µM; purified GLD-1 + fluorescein TGE RNA, fluorescence polarization; 320,000 tested, 0.44% active; AID 2280; Q17339;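 active = percent inhibition above a per-plate cutoff, the plate mean of test compounds plus 3 SD, cut at about 30% in these data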;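 also: 0% = DMSO wells with GLD-1 and probe and 100% = wells lacking GLD-1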
Target sequence (Q17339 whole entry, looked up): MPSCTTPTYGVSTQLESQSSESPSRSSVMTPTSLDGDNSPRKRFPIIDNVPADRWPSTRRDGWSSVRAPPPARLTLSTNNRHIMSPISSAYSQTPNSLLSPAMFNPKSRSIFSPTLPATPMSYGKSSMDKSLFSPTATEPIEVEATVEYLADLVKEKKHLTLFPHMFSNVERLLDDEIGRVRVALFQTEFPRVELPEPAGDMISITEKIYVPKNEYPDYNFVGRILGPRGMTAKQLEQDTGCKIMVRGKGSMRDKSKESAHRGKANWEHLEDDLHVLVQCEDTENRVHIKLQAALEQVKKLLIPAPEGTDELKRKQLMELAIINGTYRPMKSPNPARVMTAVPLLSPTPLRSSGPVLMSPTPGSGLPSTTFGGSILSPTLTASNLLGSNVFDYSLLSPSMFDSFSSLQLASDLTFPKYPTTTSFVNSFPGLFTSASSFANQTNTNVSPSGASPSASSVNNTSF
MCL1-BIM inh: disrupts human MCL1 binding to BIM-BH3 peptide; GST-MCL1 / FITC-Bim-BH3 fluorescence polarization; inhibition, % at 10.9 µM; 320,000 tested, 0.68% active; AID 2057;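 active = inhibition above the mean inhibition of all tested compounds plus 3 SD, set per campaign, cut at about 40% in these data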;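 also: 0% = DMSO wells and 100% = unlabeled Bim-BH3 peptide control; higher means more loss of mP so more displacement of Bim peptide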
PME-1 inh: PME-1 (human) inhibition. Q9Y570. recombinant PME-1, FP-Rh probe fluorescence polarization. inhibition, % at 5.9 µM. 320,000 tested, 0.53% active. AID 2130;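 active = inhibition above the campaign mean of all compounds plus 3 SD, cut at about 26% in these data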;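 also: competitive labeling of PME-1 active site by serine hydrolase directed probe; 0% = PME-1 with DMSO and 100% = wells lacking PME-1 enzyme; inhibitors block probe labeling so polarization falls and inhibition rises; many of its hits are not listed in these tables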
Target sequence (Q9Y570 whole entry, looked up): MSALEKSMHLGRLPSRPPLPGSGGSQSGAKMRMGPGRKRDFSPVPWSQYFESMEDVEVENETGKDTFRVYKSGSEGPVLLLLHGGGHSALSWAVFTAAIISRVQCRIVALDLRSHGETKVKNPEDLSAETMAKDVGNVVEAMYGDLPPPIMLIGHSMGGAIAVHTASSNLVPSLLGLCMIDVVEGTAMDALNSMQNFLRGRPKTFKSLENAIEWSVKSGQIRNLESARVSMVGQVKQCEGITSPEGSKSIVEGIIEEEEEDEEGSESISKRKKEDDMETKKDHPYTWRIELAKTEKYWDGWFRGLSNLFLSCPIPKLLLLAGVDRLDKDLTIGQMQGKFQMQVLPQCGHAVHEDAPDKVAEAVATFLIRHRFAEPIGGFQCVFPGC
Numbers without * were called inactive; / = no result given. A portion of the library (hit frequency here may not be typical).

Results follow in this order: Bcl-xL primary	MEX-5 binding	GRK2 aptamer HTS	VLA-4 inh	Efflux pump mplx	Fam108B inh	GLD-1 RNA inh	MCL1-BIM inh	PME-1 inh
CCNC(=O)c1c(N)sc2c1CCCCC2
 : 39*	-7.2	2	-5	-0.1	2	24	38	1
COc1ccc(-c2cc(-c3nnc(COC(=O)C4CC4)o3)c3ccccc3n2)cc1OC
 : 2	1.3	3	2	0.0	-4	8	-2	-15
Cn1ncc(Br)c1C(=O)N1CCc2ccccc21
 : 1	0.7	0	5	0.2	-2	0	-1	-3
Cc1nnc2ccc(-c3cccc(NC(=O)c4ccco4)c3)nn12
 : 20	-2.0	2	-2	-0.2	3	12	9	-2
O=C(Cc1csc(NC(=O)Nc2cccc(Cl)c2)n1)NCc1ccccn1
 : 6	-2.6	0	-2	-0.1	-3	4	5	0
Cc1ccc(C(=O)NCCCNC(=O)Cc2ccccc2)cn1
 : -5	1.6	0	0	0.0	-1	-1	-2	1
COCCNC(=S)N1CCN(C(=O)C(=O)Nc2ccc(C(=O)OC)cc2)CC1
 : 1	-0.5	1	16	-0.2	2	-1	10	-4
Cc1sc2nc[nH]c(=O)c2c1-c1ccc(Cl)cc1
 : 5	-0.5	1	5	0.1	-4	1	8	-5
O=C(CCc1nc(-c2ccccc2F)no1)NCCN1CCN(Cc2ccccc2)CC1
 : 4	-2.3	0	24	0.1	3	7	11	-1
COc1ccc2cc(C(=O)C3CCCN(C(=O)c4cnccn4)C3)ccc2c1 (stereo not drawn)
 : 2	-3.8	0	12	-0.1	6	2	2	5
COc1cc(C(F)(F)F)c(C(=O)NCc2cccc(Cl)c2)cn1
 : 0	-1.4	3	19	-0.1	3	7	1	3
O=c1c(Cc2ccccc2)c(O)nc2n1CCS2
 : 5	2.3	0	-8	-0.1	1	-1	8	2
O=C(Cn1ncn2c(cc3ccccc32)c1=O)NCCc1cccs1
 : 3	1.2	3	4	0.0	-1	0	5	-5
CCC(C)(C)n1nnnc1C(C(C)C)N1CCC(C(N)=O)CC1 (stereo not drawn)
 : 2	-0.5	0	0	0.0	0	11	-5	-3
COc1ccc(-c2nc(N)n(C(=O)c3ccccc3Cl)n2)cc1
 : 5	0.3	0	6	0.2	2	3	-3	-3
O=C(NCCCn1ccnc1)C1CC(c2ccccc2Cl)=NO1 (stereo not drawn)
 : 0	1.1	2	9	0.0	1	4	-2	3
CCC(C)C(NC(=O)c1ccccc1NC(=O)c1ccc(C)cc1)C(=O)O (stereo not drawn)
 : 6	0.9	1	0	-0.1	2	-4	8	1
CCSC(=O)NC12CC3CC(CC(C3)C1)C2
 : 8	/	3	7	-0.2	-3	2	13	-2
COc1ccc(C(=O)NNC(=O)COc2ccc(Cl)cc2)c(OC)c1
 : 0	-1.7	0	1	-0.2	0	3	2	-6
O=C(NCC(c1ccco1)N1CCc2ccccc2C1)c1ccc(Cl)cc1 (stereo not drawn)
 : 5	1.8	13	6	0.0	1	-2	1	-4
CCCCCCN(C(=O)CCCCCN1C(=O)NC(c2cccc([N+](=O)[O-])c2)C(C(=O)OCc2ccccc2)=C1C)C(C(=O)NCCCC)c1ccc(OCC(=O)OC)c(C(=O)OC)c1 (stereo not drawn)
 : 4	1.4	0	30	0.4	-2	-5	1	-4
CCc1nnc(NC(=O)CSc2nnc(Cc3cc(=O)[nH]c(=O)[nH]3)n2-c2ccc(OC)cc2)s1
 : 1	-0.3	0	4	-0.1	1	2	0	1
CCOc1ccc(NC(=O)c2ccccc2NC(=O)c2cccnc2)cc1
 : 2	-2.1	3	5	-0.3	-3	0	-14	-3
CC(=O)c1c[nH]c2ccc(C)cc2c1=O
 : 6	-3.8	4	0	0.1	-2	7	9	-9
Cc1ccc(-n2c(C(C)n3nc(C)c([N+](=O)[O-])c3C)n[nH]c2=S)cc1 (stereo not drawn)
 : -3	-3.7	1	-3	0.0	3	5	-7	1
O=C(Cn1ccccc1=O)c1cccs1
 : 4	-0.2	1	0	0.1	-1	4	4	-3
CC(C)[C@H](NC(=O)OC(C)(C)C)c1nnc(S(=O)(=O)Cc2c(F)cccc2Cl)o1
 : -3	-0.7	2	27	0.7	3	-6	4	0
COC(=O)c1ccc(Oc2nc3ccccc3n3c(C)nnc23)cc1
 : 4	0.4	5	-36	0.3	-1	-3	3	0
CCCCc1cc(=O)oc2c(CN3CCCC3)c(O)ccc12
 : 6	0.2	0	3	0.0	-3	-9	5	2
CCOC(=O)CCc1c(C)c2ccc(O)cc2oc1=O
 : 6	-1.7	3	-11	-0.1	12	-1	4	-5

Two entries from above, set out differently.
molecule	Bcl-xL primary	MEX-5 binding	GRK2 aptamer HTS	VLA-4 inh	Efflux pump mplx	Fam108B inh	GLD-1 RNA inh	MCL1-BIM inh	PME-1 inh
CCOc1ccc(NC(=O)c2ccccc2NC(=O)c2cccnc2)cc1	2	-2.1	3	5	-0.3	-3	0	-14	-3
CC(=O)c1c[nH]c2ccc(C)cc2c1=O	6	-3.8	4	0	0.1	-2	7	9	-9

Later entries.
Results follow in this order: Bcl-xL primary	MEX-5 binding	GRK2 aptamer HTS	VLA-4 inh	Efflux pump mplx	Fam108B inh	GLD-1 RNA inh	MCL1-BIM inh	PME-1 inh
CSc1ccc(/C=C/C(=O)c2ccc(O)cc2)cc1
 : 6	1.2	0	4	-0.1	0	5	10	-25
O=C1NCCOC(=O)[C@H](Cc2ccc(F)cc2)CC/C=C/C[C@H]1CC(=O)N(CCO)Cc1ccccc1
 : /	/	2	16	0.0	/	4	/	/
COC(=O)C(NC(C)=O)(Nc1ccccn1)C(F)(F)F (stereo not drawn)
 : 7	2.6	4	-7	-0.3	3	1	11	-8
O=C(/C=C/c1ccc(F)cc1)N1CCN(c2ncccn2)CC1
 : 7	-1.6	3	4	0.2	-4	-1	6	2
CCCCN(C(=O)CN1CCOCC1)c1c(N)n(CC(C)C)c(=O)[nH]c1=O
 : -2	1.6	0	19	0.0	3	-1	-6	5
Cn1c(N)c(S(=O)(=O)NCc2ccc(Cl)cc2)c(=O)n(C)c1=O
 : 8	1.7	0	-7	-0.2	3	-2	15	-1
CC(/C=C/c1ccc(OCc2ccccc2)cc1)=N\O
 : -1	-1.6	0	9	0.3	2	-2	2	-6
COC(=O)c1sc(=S)n(-c2cccc(Cl)c2)c1N
 : 2	-1.7	3	-10	-0.1	1	2	1	1
COc1ccc(C(=O)Nc2ccccc2C(=O)NC(Cc2c[nH]c3ccccc23)C(=O)O)cc1 (stereo not drawn)
 : -3	-5.5	1	17	0.2	-1	3	-9	-5
CC1CCCN(C(=O)COC(=O)/C=C/c2ccc(C(F)(F)F)cc2)C1 (stereo not drawn)
 : 1	/	0	0	0.2	/	6	2	-2
CCN(CC)c1ccc(C=NCCNS(=O)(=O)c2ccc(C)cc2)cc1
 : -2	5.2	0	3	-0.1	-1	3	-7	-2
O=C(CCNC(=O)Cn1ccc2ccccc2c1=O)NCCN1CCN(c2cccc(Cl)c2)CC1
 : -1	2.0	0	17	0.0	1	6	4	-2
Cc1ccc(NC(=O)COC(=O)c2ccc3c(c2)OCO3)c(C)c1
 : -2	-1.6	0	10	0.1	-2	0	3	3
NC(=O)NC1NC(=O)NC1=O (stereo not drawn)
 : 1	-1.5	0	24	0.0	1	4	0	0
Cc1cc(C)nc(N2CCC(C(=O)NNC(=O)c3ccccc3)CC2)n1
 : 8	0.4	2	6	0.0	3	2	9	0
CCOc1cc2c(C#N)c(N3CCCCC3)nc(N)c2c(N)n1
 : -23	-0.3	0	1	0.7	8	-17	-37	10
CCn1c(SCC(=O)NCc2ccccc2)nnc1-c1ccccc1O
 : -1	-1.1	1	0	-0.1	3	1	-4	4
CCCCCCC1CCC(c2nc(-c3ccncc3)no2)CC1 (stereo not drawn)
 : 5	2.5	3	-9	-0.3	1	4	2	1
CCN(CC)CCn1cnc2c1c(=O)n(CCOC(=O)c1cc(OC)c(OC)c(OC)c1)c(=O)n2C
 : 9	0.1	1	11	0.1	0	-6	13	-4
CCN(CC)c1ccc(N=C2C(=O)Nc3ccccc32)cc1
 : 15	0.1	2	-7	0.0	-1	14	16	-6
COc1ccc(OC)c(CN2CCN(C(=O)CNC(=O)c3ccccc3F)CC2)c1
 : /	/	1	4	0.2	/	5	/	/
CCN(CC(=O)NCc1ccc(F)cc1)C(=O)COc1ccc(C)c(C)c1
 : -3	2.2	0	6	0.1	-2	6	-4	5
CCOC(=O)C1CCN(C(=O)CCNC(=O)c2ccccc2OC)CC1
 : 3	0.6	0	-13	-0.1	6	6	8	1
C=CCOc1ccc(C2=NO[C@@H]3[C@@H]4C[C@@H]([C@H]5C(=O)N(C)C(=O)[C@@H]45)[C@H]23)cc1
 : 5	2.9	/	1	-0.1	1	8	3	-2
CCOP(=O)(OCC)C(Nc1cc(Cl)cc(Cl)c1)c1cccc(O)c1 (stereo not drawn)
 : -3	2.1	0	-2	-0.1	0	2	3	-5
COc1ccc(C2c3[nH]c4ccccc4c3CCN2C(=O)c2cc3ncccn3n2)c(F)c1 (stereo not drawn)
 : 8	2.3	0	1	0.1	8	0	0	17
CCCCOC(=O)c1ccc(-c2ccc(/C=N/NC(=S)NCC)o2)cc1
 : -3	-0.3	0	-1	-0.1	-3	4	3	3
C[C@@]12CCC3[C@@](CCC4[C@@]3(C)CCC[C@@]4(C)C(=O)NC3CCCCC3)(CC1=O)C2 (stereo partly drawn)
 : 4	/	0	27	-0.1	/	5	-2	-1
CC(=O)c1cccc(N=Cc2c(O)ccc3ccccc23)c1
 : 0	0.7	0	1	-0.2	2	-5	6	3
COc1ccc(Oc2cc(C)c3ccccc3n2)cc1
 : 5	3.1	0	-19	-0.1	0	-8	5	-5
COc1ccccc1N(C)S(=O)(=O)c1ccc(C(=O)OCC(=O)c2c[nH]c3ccccc23)cc1
 : -7	-1.0	2	24	-0.2	-12	-4	-13	-6

Bioassay records from PubChem BioAssay.
